# Bioassay records (PubChem)
# KCNK9 block: KCNK9 potassium channel inhibitors, primary screen, HEK293 cells, thallium flux; Potassium channel subfamily K member 9 (Homo sapiens), Q9NPC2; FluxOR thallium flux fluorescence; stronger effect = lower value; B-score at 10 µM; hit rate 1.2% among 310,000; AID 488922, 2010;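 active = ratio B-score over 3 SD below the library mean, with starting fluorescence within 5 SD of its mean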;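 note: negative B-score means less thallium flux so channel inhibition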
# Target sequence (Q9NPC2 whole entry, looked up): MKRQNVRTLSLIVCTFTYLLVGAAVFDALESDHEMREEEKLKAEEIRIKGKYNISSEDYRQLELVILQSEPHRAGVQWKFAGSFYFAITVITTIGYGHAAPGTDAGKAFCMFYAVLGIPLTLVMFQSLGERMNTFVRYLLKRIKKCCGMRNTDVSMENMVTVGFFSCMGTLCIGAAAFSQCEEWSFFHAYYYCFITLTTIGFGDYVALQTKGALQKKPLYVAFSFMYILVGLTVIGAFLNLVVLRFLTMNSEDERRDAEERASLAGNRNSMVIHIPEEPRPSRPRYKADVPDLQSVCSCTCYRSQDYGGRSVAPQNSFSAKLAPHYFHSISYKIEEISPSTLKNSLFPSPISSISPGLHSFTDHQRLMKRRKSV
# MrgX1 PAM: positive allosteric modulators of MrgX1, primary screen, HEK293 cells, Fluo-4 calcium flux; Mas-related G-protein coupled receptor member X1 (Homo sapiens), Q96LB2; FDSS; stronger effect = higher value; B-score at 10 µM; hit rate 0.63% among 310,000; AID 588675, 2011;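 active = plate-corrected calcium response at least 3 library SD above typical, normal starting fluorescence, not activating the receptor alone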;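 note: compound read alongside a low EC10 to EC30 dose of BAM8-22 agonist; peak minus trough fluorescence over baseline measured at the second addition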
# Target sequence (Q96LB2 whole entry, looked up): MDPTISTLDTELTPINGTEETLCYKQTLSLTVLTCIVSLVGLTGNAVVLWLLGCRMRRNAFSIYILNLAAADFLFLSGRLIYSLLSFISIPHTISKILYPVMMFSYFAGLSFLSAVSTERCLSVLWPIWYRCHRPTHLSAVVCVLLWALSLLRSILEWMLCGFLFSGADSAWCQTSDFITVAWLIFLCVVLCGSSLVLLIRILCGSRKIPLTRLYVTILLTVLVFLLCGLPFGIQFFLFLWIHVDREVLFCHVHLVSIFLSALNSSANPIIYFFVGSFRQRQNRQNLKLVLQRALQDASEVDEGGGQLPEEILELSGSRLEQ
# MrgX1 agonist: agonists of human MrgX1 receptor, primary screen, HEK293 cells, Fluo-4 calcium flux. Fluo-4 calcium fluorescence, agonist mode; stronger effect = higher value. B-score at 10 µM. hit rate 0.44% among 310,000. AID 588627, 2011;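 active = calcium response B-score plate-corrected fluorescence ratio at least 3 library SD, with starting fluorescence B-score inside 5 SD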
#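 Test system: Stable human MrgX1 HEK293 cell line | Schedule: Overnight plating before 1 h dye loading | Read-out basis: Baseline-normalised fluorescence change ratio, B-scored | Detection: Kinetic calcium dye fluorescence, Fluo-4 NW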
# KCNQ1 act: potentiators or activators of KCNQ1 channel, primary screen, cell-based, thallium flux, high-throughput. Potassium voltage-gated channel subfamily KQT member 1 (Homo sapiens), P51787. CHO-K1 KCNQ1, thallium flux FluxOR fluorescence; stronger effect = higher value. B-score at 10 µM. hit rate 0.35% among 310,000. AID 2648, 2010;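 active = fluorescence ratio B-score, a plate-corrected score, at least three library SD, with initial intensity B-score within 5 SD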
#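 Doses: Single concentration per compound, DMSO matched to controls | Test system: KCNQ1-transfected CHO-K1 cells | Timing: 90 min dye loading and 20 min compound exposure, both at room temperature | Measured by: Kinetic FluxOR thallium fluorescence, 10-s 1-Hz baseline, 110-s post-stimulus read | Medium: Assay buffer with matched DMSO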
# KCNK3 inh: human KCNK3 channel inhibitors, primary screen, CHO cells, FluxOR thallium flux, B-score; Potassium channel subfamily K member 3 (Homo sapiens), O14649; B-score at 10 µM; hit rate 0.84% among 340,000; FluxOR fluorescence; stronger effect = lower value;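 active = B-score under library mean minus 4 SD, starting fluorescence ratio at most library mean plus 5 SD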;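 note: more negative B-score means stronger inhibition of thallium flux through KCNK3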
# RGS4 block: RGS4 inhibitors, primary screen, cell-based, HEK293 M3R inducible RGS4, calcium flux | Regulator of G-protein signaling 4 (Homo sapiens), P49798 | Fluo-4 calcium flux; stronger effect = higher value; triggered by carbachol at its EC20 | B-score at 10 µM | hit rate 0.45% among 310,000 | AID 463165, 2010;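 active = B-score, a plate-corrected calcium signal, over three deviations above library mean, with baseline fluorescence within five deviations of library mean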;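 note: RGS4 expression induced by doxycycline in cells with stable M3 receptor; B-score is computed from the integrated fluorescence ratio over baseline after carbachol; higher B-score means a larger calcium signal and so more RGS4 inhibition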
# Target sequence (P49798 whole entry, looked up): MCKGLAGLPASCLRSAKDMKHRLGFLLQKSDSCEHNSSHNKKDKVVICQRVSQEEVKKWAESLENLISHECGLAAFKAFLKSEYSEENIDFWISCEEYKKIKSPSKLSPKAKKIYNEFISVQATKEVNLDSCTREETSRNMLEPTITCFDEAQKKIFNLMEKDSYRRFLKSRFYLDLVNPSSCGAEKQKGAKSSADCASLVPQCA
# ANO1 activ: TMEM16A chloride channel activators or potentiators, primary screen, cell-based, HTS; Anoctamin-1 (Mus musculus), Q8BHY3; HEK293 TMEM16A/YFP-H148Q/I152L, iodide quench fluorescence; stronger effect = lower value; B-score at 10 µM; hit rate 0.3% among 340,000;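 active = fluorescence-ratio B-score plate-corrected deviation score at least 3 library SD below zero, with starting fluorescence score within 5 deviations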;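 note: channel opened by trigger with iodide after compound preincubation; score built on the fluorescence ratio of max minus min over baseline; more negative score means more quench and so TMEM16A activation or potentiation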
# RGS4 pot: RGS4 potentiators or activators, primary screen, cell-based, HEK293 M3R inducible RGS4, calcium flux; B-score at 10 µM; hit rate 0.92% among 310,000; carbachol calcium flux Fluo4; stronger effect = lower value;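 active = B-score of the integrated calcium signal more than 4 SD below the library mean, with starting fluorescence not abnormally high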;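 note: negative B-score means reduced calcium response which marks RGS4 activation or potentiation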
#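 test system = M3R-expressing HEK293 line, RGS4 induced by doxycycline | probe or stimulus = carbachol at ECmax as muscarinic agonist stimulus | timing = dye loading 30 min 37 °C, buffer rest 30 min RT | signal = calcium dye Fluo4 fluorescence | evaluation = B score from integrated fluorescence ratio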
# TMEM16A inh: TMEM16A chloride channel inhibitors, primary screen, cell-based, HTS; Anoctamin-1 (Mus musculus), Q8BHY3; hit rate 1.2% among 310,000; normalized B-score (activity score, 25-100; higher = stronger inhibition) at 10 µM; HEK293 TMEM16A/YFP iodide influx fluorescence, ionomycin;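 active = ratio plate-corrected score three or more library SD toward inhibition, starting fluorescence score within five deviations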;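 note: score derived from kinetic fluorescence span divided by baseline fluorescence per well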
# hERG rescue: hERG rescue from dofetilide block, primary screen, cell-based, CHO-hERG, FluxOR thallium flux, dofetilide IC70. dofetilide IC70 present. Voltage-gated inwardly rectifying potassium channel KCNH2 (Homo sapiens), Q12809. hit rate 0.51% among 310,000. activation (rescue from dofetilide block), less the hit threshold, % at 10 µM;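 active = activation above the mean of controls blocked by dofetilide plus 5 SD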;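 note: thallium influx through hERG after potassium depolarization seen as dye fluorescence rise; in these data hits start at about 4.7%; inactives centre near -7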
# KCNQ1 block: inhibitors of human KCNQ1 channel, primary screen, cell-based, thallium flux, high-throughput | hit rate 1.3% among 310,000 | Potassium voltage-gated channel subfamily KQT member 1 (Homo sapiens), P51787 | AID 2642, 2010 | CHO-K1 KCNQ1, FluxOR thallium flux fluorescence; stronger effect = higher value | B-score at 10 µM;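 active = compounds whose thallium flux B-score, printed positive for inhibition, exceeds three library SD while starting fluorescence stays within three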;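 note: channel opened by potassium depolarization with thallium stimulus after 20 min compound exposure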
# An asterisk follows results filed as active; i = inactive; x = not tested or not shown.
canonical_smiles,TMEM16A inh,RGS4 block,hERG rescue,RGS4 pot,KCNQ1 act,MrgX1 agonist,KCNQ1 block,KCNK9 block,MrgX1 PAM,ANO1 activ,KCNK3 inh
CC(C)NCC(O)COc1ccc(CCOCC2CC2)cc1 (stereo not drawn),i,i,-3.1,i,i,i,i,i,i,i,i
CCOc1cc2[nH]c(=O)n(CCCCCC(=O)NC3CCCC3)c(=O)c2cc1OCC,i,i,-8.8,i,i,i,i,i,i,i,i
CCC(NC(=O)c1[nH]c(C)c(C(C)=O)c1C)c1ccc(Br)cc1 (stereo not drawn),i,i,-11.6,i,i,i,6*,i,i,i,i
CCOc1ccc(Br)cc1S(=O)(=O)NC1CC(C)(C)NC(C)(C)C1,i,i,-4.8,i,i,i,i,i,i,i,i
CC(=O)c1cccc(N(CC(=O)Nc2ccccc2F)S(C)(=O)=O)c1,i,i,-5.0,i,i,i,i,i,i,i,i
N/C(COc1cc(Cl)cc(Cl)c1)=N\O,i,i,-4.1,i,i,i,i,i,i,i,i
CCC(=O)OCCNc1cc(Sc2nc3ccccc3[nH]2)c2nonc2c1[N+](=O)[O-],i,x,x,x,x,i,x,x,i,i,i
Cc1ccc(S(=O)(=O)CCC(=O)OCC(=O)NCc2ccc(Cl)cc2)cc1,i,i,-22.3,i,i,i,i,i,i,i,i
Cc1c(C(=O)Nc2c(F)cccc2F)sc2ncnc(N3CCN(c4ccccc4)CC3)c12,i,i,-15.1,i,i,i,7*,i,i,i,i
CN1CCC(OC(=O)c2ccc(Cl)cc2Cl)CC1,i,i,-8.7,i,i,i,i,i,i,i,i
Cc1ccc(O)c(-c2cc(C(F)(F)F)[nH]n2)c1,100*,i,-10.2,i,i,i,i,i,i,i,i
CO/N=C(\C)C(Cc1ccc(Cl)nc1)Cc1ccc(Cl)nc1,i,i,-7.9,i,i,i,i,i,i,i,i
Cc1ccc(SCc2cc(=O)n3ccsc3n2)c(C)c1,i,i,-12.1,i,i,i,i,i,i,x,x
O=[N+]([O-])c1ccc2c(c1)nc1n2CCN(CC2CCCO2)C1 (stereo not drawn),i,i,-12.5,i,i,i,i,i,i,i,i
N#CCCN(C(=O)COC(=O)CCc1ccccc1)c1ccccc1,i,i,-4.9,i,i,i,i,i,i,i,i
COc1ccc(C(=O)Nc2ccc(CN3CCCCC3)cc2)cc1,i,i,-22.6,i,i,i,i,i,i,i,i
CSc1ccc(CCNC(=O)CCc2nnc3ccc(NCCCN4CCCC4=O)nn23)cc1,i,i,-8.1,i,i,i,i,i,i,i,i
COc1ccc(C2(c3ccc(OC)cc3)NC(=O)N(CC(=O)Nc3ccccc3C(F)(F)F)C2=O)cc1,i,i,-5.3,i,i,i,i,i,i,i,i
COCCCNC(=O)N1c2ccccc2Sc2ccccc21,i,i,-4.7,i,i,i,i,i,i,i,i
O=C(O)c1ccccc1C(=O)NC1Cc2ccccc2C1,i,i,-5.7,i,i,i,i,i,i,i,i
C=CCN1C(=O)/C(=C2/Sc3ccc(OC)cc3N2C)SC1=Nc1ccccc1,i,i,-3.3,i,i,i,i,i,i,i,i
O=C(c1ccc(NC2=NC3CS(=O)(=O)CC3S2)cc1)N1CCN(Cc2ccccc2)CC1 (stereo not drawn),i,i,-5.9,i,i,i,i,i,i,i,i
O=C(CN1CCCC1)Nc1ccc(OCc2ccccc2)cc1,i,i,-12.1,i,i,i,i,i,i,i,i
COc1ccc(Cc2nc3ccc(C(=O)NCc4ncc(C)[nH]4)cc3o2)cc1OC,i,i,-3.2,i,i,i,i,i,i,i,i
CS(=O)(=O)N(CC(=O)Nc1ccc2c(c1)OCO2)c1ccccc1,i,i,-2.8,i,i,i,i,i,i,i,i
NC1=NC(c2ccccc2)=NC1(NC(=O)c1ccccc1)C(Cl)Cl (stereo not drawn),i,i,-10.6,i,i,i,i,i,i,i,i
OC(CNC1Cc2ccccc2C1)COc1ccc(F)cc1 (stereo not drawn),i,i,-4.2,i,i,i,i,i,i,i,i
O=C(O)c1ccccc1C(=O)Nc1ccc(Oc2cccc(C(F)(F)F)c2)nc1,i,i,-2.1,i,i,i,i,i,i,i,i
CCCc1cc(=O)oc2c(C)c(OCC(=O)NCCN3CCOCC3)ccc12,i,i,-4.2,i,i,i,i,i,i,i,i
O=C(CCn1c(=O)oc2ccccc21)N(Cc1ccccc1)c1ccccc1,i,i,-37.8,i,i,i,i,i,i,i,i
CC(=O)c1ccccc1Oc1cc(NN2CCCCC2)c([N+](=O)[O-])cc1[N+](=O)[O-],i,i,-5.3,-8.28*,i,i,i,i,i,i,i
Cc1cc(S(=O)(=O)Nc2ccc(C(=O)NCC(c3ccco3)N(C)C)cc2)ccc1F (stereo not drawn),i,i,-17.7,i,i,i,i,i,i,i,i
Cc1ccc(CO/N=C/c2c(O)cc(C)oc2=O)cc1,i,i,-5.0,i,i,i,i,i,i,i,i
O=C(O)c1ccc(COc2c(F)c(F)cc(F)c2F)o1,i,i,-10.2,i,i,i,i,i,i,i,i
O=C(Nc1ccccn1)c1cc(-c2cccnc2)nc2ccc(Br)cc12,i,i,-13.2,i,i,i,i,-6.93*,i,i,i
CCCN1Cc2cccc(C(=O)NC(CC(=O)OCC)c3ccc(OCC)c(OC)c3)c2C1=O (stereo not drawn),i,i,-18.6,i,i,i,i,i,i,i,i
COc1ccc(-c2cc(NCCc3ccncc3)n3ncnc3n2)cc1,i,i,1.9,i,i,i,i,i,i,i,i
C=CCNS(=O)(=O)c1cc2c3c(c1)CCN3C(=O)CC2,i,i,-5.2,i,i,i,i,i,i,i,i
Cc1ccc(NC(=S)N(CCN2CCOCC2)Cc2ccccc2F)cc1Cl,i,i,-14.9,i,i,i,i,i,i,i,i
COc1ccc(OCCSc2nnc(-c3ccoc3C)n2C)cc1,i,x,x,x,x,i,x,x,i,i,i
CC(C)C(NC(=O)C1CCC(C(C)(C)C)CC1)C(=O)NCCc1ccc(S(N)(=O)=O)cc1 (stereo not drawn),i,i,-9.9,i,i,i,i,i,i,i,i
Cc1nc([N+](=O)[O-])c(NCCCO)n1Cc1ccccc1,i,i,-4.4,i,i,i,i,i,i,i,i
O=C(CN1C(=O)S/C(=C\C=C\c2ccccc2)C1=O)N1CCOCC1,i,8.54*,-0.2,i,i,i,i,i,i,i,i
O=C(NC(Cc1ccccc1)C(=O)O)/C(=C/c1ccc(Cl)cc1)NC(=O)c1ccco1 (stereo not drawn),i,i,-7.8,i,i,i,i,i,i,i,i
COCCNC(=O)/C(C#N)=C/c1c(N2CCN(c3ccccc3)CC2)nc2c(C)cccn2c1=O,i,i,-6.1,i,i,i,i,i,i,i,i
NNC(=S)Nc1ccc(Cl)cc1,i,i,-6.7,i,i,i,i,i,i,i,i
N#CCCn1c(Cl)nc2ccccc21,i,i,-2.4,i,i,i,i,i,i,i,i
CCc1cc(CNC(=O)C2CCC(=O)N(Cc3ccc(Cl)cc3)C2)on1 (stereo not drawn),i,i,-0.9,i,i,i,i,i,i,i,i
COc1ccccc1-n1c(CNC(=O)c2ccco2)nnc1SCC(=O)Nc1nccs1,i,i,-9.4,i,i,i,i,i,i,i,i
CC(=O)Nc1ccc(N2CCC(C)CC2)c([N+](=O)[O-])c1,i,i,-6.7,i,i,i,i,i,i,i,i

# (more compounds)
canonical_smiles,TMEM16A inh,RGS4 block,hERG rescue,RGS4 pot,KCNQ1 act,MrgX1 agonist,KCNQ1 block,KCNK9 block,MrgX1 PAM,ANO1 activ,KCNK3 inh
COc1ccc2[nH]c(-c3ccc(C)cc3)cc(=O)c2c1,i,i,-8.3,i,i,i,i,i,i,i,i
C[C@]1(C(=O)NCCc2c[nH]c3ccccc23)C=C[C@@H](Cc2ccccc2)N1C(=O)c1ccccc1,i,i,-8.4,i,i,i,i,i,i,i,i
CC(C)CC(=O)c1c[nH]c(C(=O)NCCc2ccccn2)c1,i,i,-8.8,i,i,i,i,i,i,i,i
CCN(Cc1ccccc1)C(=O)CCc1nnc(CCCc2ccccc2)o1,i,i,-3.2,i,i,i,i,i,i,i,i
O=C(CSc1ccc(C(F)(F)F)cn1)Nc1ccccc1,i,i,-12.4,i,i,i,i,i,i,i,i
CC(Sc1nnc(N)s1)C(=O)Nc1ccc2c(c1)OCCO2 (stereo not drawn),i,i,-12.4,i,i,i,i,i,i,i,i
NC(=O)CC[C@H](NC(=O)OCc1ccccc1)C(=O)OCc1ccc(Cl)cc1,i,i,-5.0,i,i,i,i,i,i,i,i
COc1ccccc1C1(CC(=O)Nc2nccs2)CCOC(C(C)C)C1 (stereo not drawn),i,i,-18.6,i,i,i,i,i,i,i,i
COc1ccc(N(C)C(=O)c2ccc3c(Cl)c4c(nc3c2)CCCC4)c(OC)c1,i,i,-14.0,-7.08*,i,i,i,i,i,i,i
O=C(Nc1ccccc1N1CCOCC1)C1=COCCO1,i,i,-12.0,i,i,i,i,i,i,i,i
CCCN1C2=NCCCN2c2ccccc21,i,i,-3.0,i,i,i,i,i,i,i,i
CN=c1scc(-c2ccccc2F)n1/N=C(\C)c1cccnc1,i,i,-11.6,i,i,i,i,i,i,i,i
O=C1CC(Cc2ccccc2)C(=O)N1CCCn1ccnc1 (stereo not drawn),i,i,-6.2,i,i,i,i,i,i,x,x
CCOC(=O)CNC(=O)c1ccc(C)cc1,i,i,-6.6,i,i,i,i,i,i,i,i
Cc1cc(C)c(NC(=O)CCCSc2nnc(N)s2)c(C)c1,i,i,-10.4,i,i,i,i,i,i,i,i
